# Furin inh = human furin inhibition. P09958. purified furin, fluorogenic substrate cleavage. inhibition, % at 30 µM. actives 0.061% (n = 220,000). AID 463115; in the data active means inhibition above about 25%; further: inactives centre near -15
# 14-3-3 Bad PPI = disrupts binding of bovine 14-3-3 zeta to phospho-Bad peptide; actives 0.71% (n = 220,000); inhibition, % at 21.7 µM; AID 781; P63103; TR-FRET 14-3-3zeta/Dy647-pBad peptide displacement, 1 h;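 active means inhibition above about 70%, limit read from the data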;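 further: 0% = full 14-3-3 plus peptide FRET controls and 100% = background without 14-3-3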
# Target sequence (P63103 whole entry, looked up): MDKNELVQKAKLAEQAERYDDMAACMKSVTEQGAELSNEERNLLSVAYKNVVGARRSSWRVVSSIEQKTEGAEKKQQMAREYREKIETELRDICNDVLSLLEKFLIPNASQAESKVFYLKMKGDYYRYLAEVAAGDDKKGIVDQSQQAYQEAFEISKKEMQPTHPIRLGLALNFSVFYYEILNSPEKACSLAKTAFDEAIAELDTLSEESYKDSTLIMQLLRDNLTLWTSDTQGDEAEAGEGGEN
# hK5 inh = blocks human kallikrein 5 protease activity; Q9Y337; inhibition, % at 5 µM; AID 873; actives 0.59% (n = 210,000); recombinant hK5, fluorogenic AMC substrate cleavage;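 active means inhibition of 40% or more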;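 further: 0% = enzyme controls without compound and 100% = no-enzyme blanks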
# Target sequence (Q9Y337 67-293 limits assumed): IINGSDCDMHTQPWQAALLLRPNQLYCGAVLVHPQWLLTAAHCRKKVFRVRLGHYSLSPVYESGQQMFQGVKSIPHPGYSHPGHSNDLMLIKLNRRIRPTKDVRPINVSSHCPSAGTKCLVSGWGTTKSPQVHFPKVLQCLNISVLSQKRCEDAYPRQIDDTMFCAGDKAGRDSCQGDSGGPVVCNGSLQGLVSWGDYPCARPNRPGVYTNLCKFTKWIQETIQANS
# EBV gp42 block = blocks Epstein-Barr virus glycoprotein 42 binding; actives 0.42% (n = 220,000); Fluorescence polarization binding assay, mP read-out; inhibition, % (tested at 21.74 µM); Q1HVG2; AID 1085; in the data active means inhibition above about 50%
# Rad51 HR inh = blocks human Rad51 in homologous recombination; actives 0.085% (n = 200,000); AID 1385; inhibition, % at 10 µM; hRad51 DNA strand exchange, fluorescence dequenching; Q06609;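 active means inhibition above 40% at the single screening dose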;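 further: 0% = DMSO control wells and 100% = blanks with heterologous ssDNA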
# Target sequence (Q06609 whole entry, looked up): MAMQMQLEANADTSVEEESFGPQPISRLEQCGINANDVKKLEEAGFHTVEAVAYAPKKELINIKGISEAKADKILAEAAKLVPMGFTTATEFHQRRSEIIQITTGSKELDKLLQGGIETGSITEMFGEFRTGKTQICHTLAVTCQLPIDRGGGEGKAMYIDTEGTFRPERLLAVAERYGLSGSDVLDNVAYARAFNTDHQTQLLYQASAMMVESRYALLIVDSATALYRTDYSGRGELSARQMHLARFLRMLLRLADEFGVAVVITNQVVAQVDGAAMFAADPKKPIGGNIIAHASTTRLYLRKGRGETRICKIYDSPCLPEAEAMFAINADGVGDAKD
#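 Test system – preformed human Rad51 ssDNA filaments · Reagent – Donor/quencher-labelled 47-bp dsDNA substrate · Incubation – 37 °C 15-min filament assembly, 30-min compound preincubation, 15-min exchange · Signal – FRET fluorescence dequenching, excitation 485 nm, emission 520 nm · Read-out – percent inhibition from fluorescence, normalised to plate control and blank means · Benchmarks – plate control and blank wells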
# Cl transport mod = modulators of human KCC2 chloride dependent transport; KCC2 cells, thallium flux FluoZin-2 fluorescence; B-score of Tl+ flux slope (higher = more flux/activation; lower = inhibition) at 10 µM; actives 2.2% (n = 190,000); AID 1456;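 active means thallium flux slope and its plate-corrected score both differing from the plate sample mean at a set confidence after two filtering rounds, in either direction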;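 further: slope of fluorescence scaled to starting intensity during 10 to 20 s after thallium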
# NCF1 inh = inhibitors of human p47phox binding; p47phox/p22phox peptide binding, fluorescence polarization, 2 h; inhibition, % at 24.7 µM; AID 1274; actives 0.53% (n = 220,000); P14598;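 further: 0% = p47phox with labelled peptide and 100% = labelled peptide alone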
# Thrombin inh = blocks human thrombin protease activity; inhibition, % at 5 µM; P00734; alpha-thrombin, Boc-VPR-AMC fluorogenic substrate cleavage; actives 0.26% (n = 220,000);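 active means inhibition at or above 40%; inactive means inhibition below 40%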;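 further: 0% = enzyme with no compound and 100% = wells without enzyme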
#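 Test system: human alpha-thrombin; medium: pH 7.5 Tris-saline with Tween 20; times: reaction at room temperature; signal: AMC fluorescence at 355 nm excitation and 460 nm emission; also added: Boc-VPR-AMC substrate, 15 µM final; dosing: one concentration per compound, 5 µM, with 0.2% DMSO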
# eIF4E 4G PPI = blocks eIF4E binding to eIF4G; actives 0.37% (n = 220,000); P63073+Q04637; TR-FRET eIF4E-eIF4GI(517-606) binding, 2 h; AID 782; inhibition, % at 21.7 µM;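 further: 0% = full FRET control wells and 100% = background wells lacking eIF4GI fragment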
# * marks the source's active call; other numbers are inactive results; i = inactive; · = no result given; [ ] = another dose, or the depositor's remark.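 How the source made its calls, unless noted: active means inhibition above about 30% (limit read from the data); inactive means the rest.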
SMILES,Furin inh,14-3-3 Bad PPI,hK5 inh,EBV gp42 block,Rad51 HR inh,Cl transport mod,NCF1 inh,Thrombin inh,eIF4E 4G PPI
COc1ccc(C(=O)Nc2cc3c(cc2C#N)OCO3)cc1S(=O)(=O)NCc1ccco1,-20,5,12,-6,-10,·,-9,-1,-5
COc1ccc(C2CN=NC23CCCc2ccccc2C3=O)cc1 (centres undefined),-12[20 µM],2,-4,-16,-4,-0.87,-1,4,-1
CC1=C(C(=O)c2ccccc2)C(c2cn(-c3ccccc3)nc2-c2ccc(Cl)cc2)NC(=S)N1 (centres undefined),-5[20 µM],-23[fluorescence artefact?],5,-29,-2,0.037,-86,1,-8[fluorescence artefact?]
COc1ccc(NS(=O)(=O)c2ccc(NS(=O)(=O)c3ccc(C)cc3)cc2)nn1,-18,4,65*,0,-4,-0.13,0,4,2
CC12CCC(C/C1=N/OC(=O)c1cccc([N+](=O)[O-])c1)C2(C)C (centres undefined),-12,10,-2,-1,1,-1.2,-4,7,0
Cc1ccc(F)c(NC(=O)c2ccc(Cn3cc(Cl)cn3)cc2)c1,-20,-2,-1,8,-2,-1.2,10,-6,-2
COc1ccc(C(=O)C[n+]2ccc3c(c2)nc(-c2cc(OC)c(OC)cc2OC)n3C)cc1,-3[20 µM],4,4,4,-15,·,-7,-3,-1
O=C(NCCN1CCCCC1)Nc1ccccc1,-6[20 µM],4,20,5,-4,·,0,12,-2
CCCCc1ccc(NC(=O)N[C@@H](CC(C)C)C(=O)O)cc1,0,-1,14,-17,-19,-0.0094,-14,-8,-6
CCN(CC)c1ccc(/C=C2\SC(=O)N(C(C)C)C2=O)o1,-13,21,4,-217,i,i,-287,-1,9
CCN(CC)S(=O)(=O)c1cccc(NC(=O)c2cc(=O)[nH]c3ccccc23)c1,-7,3[fluorescence artefact?],9,-3,0,0.84,-19,-8,-2
CC1=CC(C)(C)Nc2ccc(OC(=O)CN3C(=O)C4CCCCC4C3=O)cc21 (centres undefined),-4[20 µM],-15[fluorescence artefact?],-27,-4,1,-0.028,0,-3,4
COC(=O)c1ccc(/C=N/Nc2nc(-c3ccccc3)cs2)cc1,-14,-3[fluorescence artefact?],-6,-17,8,-0.017,-12,0,-3
CC(c1ccccc1)N1CCc2[nH]c(=S)[nH]c(=O)c2C1 (centres undefined),-6,-4,-4,-1,-3,0.2,2,-24,-1
CCOc1ccc(C(=O)Nc2nnn(CC)n2)cc1,-4,-1[fluorescence artefact?],-1,-13,-13,0.64,-25,4,-7[fluorescence artefact?]
Cc1noc(/C=C/N(C)C)c1S(=O)(=O)N(C)CC(=O)NC1CCCCC1,-19,1[fluorescence artefact?],-9,-5,·,-7.1*,-1,-2,-3
c1ccc2oc(-c3ccc(Nc4nc(N5CCCCC5)nc(N5CCOCC5)n4)cc3)nc2c1,-15[20 µM],4,-207,-15,·,0.16,-33,-17,3[fluorescence artefact?]
CCOC(=O)COc1nc(Nc2ccccc2C)nc(N(C)C)n1,-21,16,-24,-2,5,-0.15,-6,1,-1
CCOC(=O)C1=C(C)NC(=O)CC1c1cc2c(cc1[N+](=O)[O-])OCO2 (centres undefined),-9,10,-22,-2,9,0.11,-9,0,4
COc1ccc(C)cc1NC(=O)c1ccc(CN2CCN(c3ccccc3)CC2)cc1,-17,-18,-4,0,·,-0.53,-14,-2,9[fluorescence artefact?]
COC(=O)c1ccc(COc2ccc(/C=N/N3CCN(C)CC3)cc2)cc1,-21,-9,-2,-7,2,0.31,1,-5,2
CC(C)(Oc1ccc(CCNC(=O)c2ccc(-c3ccccc3)o2)cc1)C(=O)O,-16,1,-15,-9,1,-0.029,-4,-15,5
Cc1ccc2c(c1C)NC(=O)C2(O)CC(=O)c1ccc2c(c1)OCO2 (centres undefined),-22[20 µM],-2,34,-14,-10,·,-8,9,-2
Cc1nnc(SCc2ccccc2Cl)n1CC1CCCO1 (centres undefined),-20,9,4,-31,0,-0.076,3,-2,-1
O=C(c1cccc(F)c1)N1CCN(Cc2c[nH]c3ccccc23)CC1,-17,50[fluorescence artefact?],2,-14,-3,·,-7,-2,4[fluorescence artefact?]
Cc1oc(-c2cc(F)ccc2F)nc1CN(C)Cc1ccc2nccnc2c1,-27,-7,-6,-19,-2,0.7,-14,9,1
CCC(c1nnc(SCC(=O)Nc2cccc(S(N)(=O)=O)c2)n1Cc1ccccc1)N(C)C (centres undefined),-31,-1,4,-12,-96,0.97,-7,4,-10
Nc1nc(-c2ccccc2)nc2sc3c(c12)CCCC3,-4,2[fluorescence artefact?],-17,21,10,0.31,-12,-3,7[fluorescence artefact?]
Cc1nn(Cc2ccc(C(=O)Nc3ccccc3F)cc2)c(C)c1Cl,-15,-4,2,-7,-2,·,3,-2,4
CC12CCC(C(=O)NCc3ccccc3)(OC1=O)C2(C)C (centres undefined),-6[20 µM],4,-5,-19,-5,0.11,-3,1,-1
C#CCOCCOCCOCCNc1nc(N2CCOCC2)nc(N2CCN(C(=O)[C@H](CCCCN)n3cc([C@@H](N)CC(C)C)nn3)CC2)n1,-30,17,2,-9,1,0.03,-7,-1,1
CCC(Br)C(=O)Nc1ccc(OC)cc1 (centres undefined),-28,-3,14,-1,·,0.029,5,-9,-1
O=C(O)CCN=C1CCCc2ccccc2N1,-17,0,4,-3,2,·,7,0,-2
CCOc1ccc2nc(N(CCN(CC)CC)C(=O)c3cccc([N+](=O)[O-])c3)sc2c1,-20,0,0,-7,3,-0.022,3,-7,-3
COc1ccc(C(=O)COC(=O)c2ccc(OC)c(OC)c2)cc1OC,-7,3,-12,-4,2,0.62,96*,-8,1[fluorescence artefact?]
Cc1ccc(-c2nnc(N3CCC(C)CC3)c3ccccc23)cc1,-13,-16,-4,2,8,-0.91,-12,-16,1
COc1ccc(C2=Nn3c(nnc3-c3ccncc3)SC2)cc1,-14[20 µM],0[fluorescence artefact?],-18,-19,4,-0.1,-3,-6,0
CCOC(=O)c1c(C)n(C)c2ccc(OC)c(NC(=O)CN3CCN(Cc4ccccc4)CC3)c12,-26,3[fluorescence artefact?],-10,-11,·,1.4,8,0,-1
O=C(O)CCc1nnc(SCC(=O)Nc2ccc(Br)cc2)[nH]c1=O,-23,3,-6,-205,4,1.6,-2,-5,-3
CC(=O)c1cc(-c2ccccc2)n(CC(=O)Nc2cc(C)cc(C)c2)c1C,-10,1,-15,7,-2,-0.0016,16,-5,-13
COC(=O)CSc1nnc(CNC(=O)c2cccs2)n1-c1cc(OC)ccc1OC,-27,12,-3,-6,·,-0.0061,1,-8,-5
Cc1ccccc1OCC(=O)Nc1cccc2nsnc12,-16[20 µM],0,-17,-17,-2,0.67,-55,1,4
Cc1ccc(C)c(NS(=O)(=O)c2ccc3[nH]c(=O)oc3c2)c1,-28,14,-11,19,13,-0.7,-25,7,3
O=C(O)Cc1ccc(C(=O)c2ccc(Cl)cc2Cl)s1,-11,-3,1,-6,7,-1.4,-1,1,1
Cc1nc(-c2ccc(Cl)cc2)sc1C1(C)CC(c2cccc(F)c2)=NO1 (centres undefined),-18,4,-2,-17,-3,0.94,-1,-3,4

# Structural class: the entries above containing a halogen
SMILES,Furin inh,14-3-3 Bad PPI,hK5 inh,EBV gp42 block,Rad51 HR inh,Cl transport mod,NCF1 inh,Thrombin inh,eIF4E 4G PPI
CC1=C(C(=O)c2ccccc2)C(c2cn(-c3ccccc3)nc2-c2ccc(Cl)cc2)NC(=S)N1 (centres undefined),-5[20 µM],-23[fluorescence artefact?],5,-29,-2,0.037,-86,1,-8[fluorescence artefact?]
Cc1ccc(F)c(NC(=O)c2ccc(Cn3cc(Cl)cn3)cc2)c1,-20,-2,-1,8,-2,-1.2,10,-6,-2
Cc1nnc(SCc2ccccc2Cl)n1CC1CCCO1 (centres undefined),-20,9,4,-31,0,-0.076,3,-2,-1
O=C(c1cccc(F)c1)N1CCN(Cc2c[nH]c3ccccc23)CC1,-17,50[fluorescence artefact?],2,-14,-3,·,-7,-2,4[fluorescence artefact?]
Cc1oc(-c2cc(F)ccc2F)nc1CN(C)Cc1ccc2nccnc2c1,-27,-7,-6,-19,-2,0.7,-14,9,1
Cc1nn(Cc2ccc(C(=O)Nc3ccccc3F)cc2)c(C)c1Cl,-15,-4,2,-7,-2,·,3,-2,4
CCC(Br)C(=O)Nc1ccc(OC)cc1 (centres undefined),-28,-3,14,-1,·,0.029,5,-9,-1
O=C(O)CCc1nnc(SCC(=O)Nc2ccc(Br)cc2)[nH]c1=O,-23,3,-6,-205,4,1.6,-2,-5,-3
O=C(O)Cc1ccc(C(=O)c2ccc(Cl)cc2Cl)s1,-11,-3,1,-6,7,-1.4,-1,1,1
Cc1nc(-c2ccc(Cl)cc2)sc1C1(C)CC(c2cccc(F)c2)=NO1 (centres undefined),-18,4,-2,-17,-3,0.94,-1,-3,4
